# Source: PubChem (several laboratories)
# HSP90 refold inh: blocks HSP90-mediated luciferase refolding in reticulocyte lysate | Rabbit reticulocyte lysate, luciferase refolding luminescence, 3 h | inhibition, % at 5.6 µM | 0.91% of 290,000 active | AID 1789;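 active = inhibition above the screen-wide mean plus 3 SD, computed separately per campaign, cut at about 16% in these data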;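 also: 0% = DMSO wells and 100% = 60 µM geldanamycin wells; inhibitors lower the luminescence because luciferase stays unfolded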
# HIF act: HIF pathway transcriptional activation | U2OS HRE-luciferase reporter, luminescence; normalized: DMSO 0%, desferrioxamine 100% | activation, % at 7.5 µM (by protocol) | 0.32% of 300,000 active | AID 1910;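 active = mean activation of at least 10% of the iron chelator positive control signal, with at least half of replicates also reaching 10%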
# HSF1 inhib: HSF1 inhibition | 0.77% of 300,000 active | AID 2098 | activity change, negative = inhibition, % at 7.5 µM (by protocol) | NIH3T3-HGL HSE-luciferase, MG132-induced, luminescence 8 h; active compounds read low;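 active = more than half of replicate wells show activity change below -50%, luminescence cut by over half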;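 also: luciferase reports HSF-1 transcriptional activity via heat shock element; 0% = median of DMSO wells and -100% = zero luminescence signal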
# IEC-6 cytotox: counter-screen for KLF5 inhibitors: cytotoxicity in IEC-6 cells | 0.78% of 290,000 active | IEC-6 cytotoxicity, luminescence viability | inhibition, % at 5 µM | AID 1825; in the data active = inhibition above about 22%;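 also: 0% = plate median of test compound wells and 100% = cytotoxic reference compound wells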
# KLF5 inh: kruppel-like factor 5 inhibition. AID 1700. DLD-1 KLF5 promoter-luciferase reporter, luminescence. inhibition, % at 5 µM. 0.23% of 290,000 active;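 active = inhibition above a per-plate limit of that plate's mean compound inhibition plus 3 SD, cut at about 60% in these data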;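 also: 0% = DMSO wells and 100% = LY294002 at 200 µM; higher means less KLF5 promoter-driven luciferase light; inactives centre near -14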
# GSK3A inh: inhibitors of human GSK-3 alpha kinase | P49840 | ADP-Glo luminescence, 60 min | inhibition, % at 10 µM | 0.1% of 320,000 active;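 in the data active = inhibition above about 50%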;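 also: GST-tagged GSK-3 alpha with peptide substrate and 25 µM ATP; 0% = DMSO neutral wells and 100% = GW8510 positive control wells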
# Target sequence (P49840 whole entry, looked up): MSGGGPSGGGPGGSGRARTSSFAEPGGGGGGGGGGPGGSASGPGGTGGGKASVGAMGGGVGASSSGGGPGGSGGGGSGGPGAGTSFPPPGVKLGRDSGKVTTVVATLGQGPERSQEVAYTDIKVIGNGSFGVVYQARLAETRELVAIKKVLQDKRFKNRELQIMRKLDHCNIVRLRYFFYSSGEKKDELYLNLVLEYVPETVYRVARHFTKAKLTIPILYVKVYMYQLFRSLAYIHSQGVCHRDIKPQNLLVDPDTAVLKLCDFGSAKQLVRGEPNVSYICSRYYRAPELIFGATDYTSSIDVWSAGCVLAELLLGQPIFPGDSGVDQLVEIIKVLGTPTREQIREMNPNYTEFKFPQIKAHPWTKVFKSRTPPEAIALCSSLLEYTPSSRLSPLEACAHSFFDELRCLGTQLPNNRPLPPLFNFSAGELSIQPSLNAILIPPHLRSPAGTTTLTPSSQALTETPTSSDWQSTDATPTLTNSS
# aSyn UTR inh: 5' untranslated region of α-synuclein, MLPCN primary screen. 0.82% of 300,000 active. inhibition, % (tested at 7.5 µM). alpha-synuclein 5'UTR reporter, inhibitor activity; in the data active = inhibition above about 60%;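 also: H4 neuroglioblastoma cells stably carrying SNCA 5'UTR luciferase fusion; 0% = DMSO wells and 100% = positive control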
# AI-2 QS mod: modulators of Vibrio harveyi AI-2 quorum sensing system; 0.4% of 300,000 active; activity change, % at 7.5 µM; Vibrio harveyi JMH597 AI-2 luminescence/OD600 ratio, 9 h; active compounds read low; strain lacks LuxN and CqsS sensors; 0 = neutral-control median; in the data active = activity change below about -75%, passing the limit was not always enough;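 also: luminescence divided by OD600 gain over 9 h not by final OD600 alone; inactives centre near 13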
# GSK3B inh: inhibitors of human GSK3beta kinase; GST-GSK3beta kinase, ADP-Glo luminescence, 60 min; active compounds read low; activity score (negative = inhibition), % at 10 µM; 0.038% of 300,000 active; AID 2097;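 active = more than half of replicate wells score below -50%, meaning over 50% inhibition versus plate controls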;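 also: 0% = median DMSO wells and -100% = median GW8510 positive control wells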
# Target sequence (P49841 whole entry, looked up): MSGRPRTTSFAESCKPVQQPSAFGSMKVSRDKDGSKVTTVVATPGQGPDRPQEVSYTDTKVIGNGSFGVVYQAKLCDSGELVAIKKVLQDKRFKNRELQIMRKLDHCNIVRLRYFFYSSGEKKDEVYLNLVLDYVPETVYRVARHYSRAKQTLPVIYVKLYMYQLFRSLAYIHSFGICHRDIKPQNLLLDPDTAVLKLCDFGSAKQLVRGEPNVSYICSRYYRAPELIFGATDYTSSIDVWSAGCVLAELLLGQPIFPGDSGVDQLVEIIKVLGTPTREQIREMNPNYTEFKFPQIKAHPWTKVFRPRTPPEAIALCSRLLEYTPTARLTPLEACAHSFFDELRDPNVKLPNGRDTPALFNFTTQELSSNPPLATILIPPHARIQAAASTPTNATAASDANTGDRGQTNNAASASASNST
#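 Test system: GST-fused GSK3beta enzyme, cell-free | Quantity: 1.6 ng GST-GSK3beta enzyme per well | Reagent: 25 µM ATP with peptide substrate | Schedule: 60 min enzyme reaction, room temperature | Signal: Luminescent ADP-Glo measurement of ADP formed | Read-out basis: Score relative to plate controls | Control set: DMSO and 20 µM GW8510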
# HSF1 activator: increases HSF-1 driven luciferase reporter signal; NIH3T3-HGL HSF-1 luciferase reporter, MG132, 8 h; 100% = twice DMSO control signal; activation, % at 9 µM; 1.7% of 300,000 active; AID 504408;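 active = mean replicate activation of at least 50% with a set share of replicates each reaching 50%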;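 also: 0% = median of the neutral control wells and 100% = twice that signal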
# The depositor's hits bear a star; . = no result given.
SMILES,HSP90 refold inh,HIF act,HSF1 inhib,IEC-6 cytotox,KLF5 inh,GSK3A inh,aSyn UTR inh,AI-2 QS mod,GSK3B inh,HSF1 activator
CC(C)CCNC(=O)CN(C)S(=O)(=O)c1cccc2nsnc12,9,0.0,-6,6,4,0,26,19,2,-16
Fc1ccc(NC(=S)N2CCN(c3cccc(C(F)(F)F)c3)CC2)cc1,4,-0.2,-2,-3,-25,-1,24,2,2,16
Nc1c(S(=O)(=O)c2cccs2)c2nc3ccccc3nc2n1CCc1ccccc1,6,-0.1,14,3,-24,9,-2,46,2,30
CCCNC(=O)[C@@H]1CCCN1C(=O)[C@@H]1Cc2ccccc2CN1,3,0.4,-4,0,-18,0,8,11,-1,22
O=[N+]([O-])c1ncc(Br)cc1Nc1ccccc1,.,-0.9,-6,.,.,-1,-4,-5,-3,-5
CC(C)[C@H](NS(=O)(=O)c1cccc(C(F)(F)F)c1)C(=O)OCC(N)=O,-2,0.0,-1,-9,-11,-1,-2,7,3,-4
O=C(c1cccc(-n2cccc2)c1)N1CCN(S(=O)(=O)c2ccc(F)cc2)CC1,4,-0.7,3,-5,-22,4,11,7,-1,10
Cc1cc(COc2ccccc2)oc1C(=O)O,69*,0.8,-7,4,-20,-6,-108,12,8,-30
COC(=O)C1=C(C)N=C2SC(C#N)=C(N)N2C1c1ccc(OC)cc1 (stereo unspecified),0,-0.2,5,2,-7,-1,27,6,-2,6
CC(=O)c1ccccc1OCCn1nc(C(=O)O)c2ccccc2c1=O,-3,0.4,1,2,-31,5,3,.,.,-4
Cc1cccn2c(CN[C@@H]3CCCC[C@H]3c3ccccc3)c(C(=O)N3CCOCC3)nc12,1,-0.1,3,-4,-29,3,-14,-10,1,6
FC(F)(F)c1cccc(-c2ccn3ncnc3n2)c1,1,-0.4,-10,1,-9,5,17,5,6,-19
CCNC(=S)NN=C1CCC(C(C)(C)C)CC1 (stereo unspecified),-1,0.1,8,-2,-95,0,-15,-2,-1,24
CC(=O)Nc1ccccc1OC(C)C(=O)NC(C)c1ccc(F)cc1 (stereo unspecified),-2,-0.8,-7,-2,9,5,-12,11,3,4
COc1ccc(CCN(C)C2CCCN(S(C)(=O)=O)C2)cc1OC (stereo unspecified),-4,0.9,-1,-6,-16,-1,-12,17,3,8
CCOC(=O)c1ccc(NC(=S)N(CCCN2CCCC2)Cc2ccco2)cc1,-6,-0.1,-6,-1,-61,0,0,11,5,-3
CC(C)(C)n1nnnc1C(c1cccs1)N(Cc1cccnc1)Cc1ccccc1Cl (stereo unspecified),5,-0.6,8,-7,6,2,-16,37,2,7
CCOC(=O)c1c(O)c2ccccc2n(C)c1=O,6,-0.5,-5,7,6,-2,-26,2,4,-4
CCCCOC(=O)CCc1n[nH]c(=O)[nH]c1=O,-4,0.0,4,4,-16,0,14,-5,0,-12
COc1ccc(NS(=O)(=O)c2cc(NC(=O)CCNC(C)=O)ccc2N2CCOCC2)cc1,.,0.1,-3,.,.,0,-4,13,1,-7

# Part of the list above, with tabs:
compound	HSP90 refold inh	HIF act	HSF1 inhib	IEC-6 cytotox	KLF5 inh	GSK3A inh	aSyn UTR inh	AI-2 QS mod	GSK3B inh	HSF1 activator
COc1ccc(CCN(C)C2CCCN(S(C)(=O)=O)C2)cc1OC (stereo unspecified)	-4	0.9	-1	-6	-16	-1	-12	17	3	8
CCOC(=O)c1ccc(NC(=S)N(CCCN2CCCC2)Cc2ccco2)cc1	-6	-0.1	-6	-1	-61	0	0	11	5	-3
CC(C)(C)n1nnnc1C(c1cccs1)N(Cc1cccnc1)Cc1ccccc1Cl (stereo unspecified)	5	-0.6	8	-7	6	2	-16	37	2	7
CCOC(=O)c1c(O)c2ccccc2n(C)c1=O	6	-0.5	-5	7	6	-2	-26	2	4	-4

# The list goes on:
SMILES,HSP90 refold inh,HIF act,HSF1 inhib,IEC-6 cytotox,KLF5 inh,GSK3A inh,aSyn UTR inh,AI-2 QS mod,GSK3B inh,HSF1 activator
Nc1c(-c2ccccc2)c(CN2CCOCC2)nn1-c1cccc([N+](=O)[O-])c1,0,-0.1,11,-1,0,0,36,10,-2,25
O=C(Cn1nnc2ccccc21)Nc1ccccc1[N+](=O)[O-],2,0.8,0,5,-24,-2,-17,13,0,6
CC(C)N(Cc1cc2ccccc2[nH]c1=O)C(=O)c1ccco1,4,-0.2,-3,-2,-2,1,-4,25,2,-3
O=S(=O)(c1ccc(Cl)cc1)N1CCSC1c1ccco1 (stereo unspecified),-2,-0.3,.,-2,4,0,-11,26,-3,.
CC(=O)c1ccc(OCC(O)CN2CC(C)OC(C)C2)cc1 (stereo unspecified),-1,0.1,2,2,-29,-2,-3,33,3,-11
Nc1cccnc1Sc1cc(Cl)cc(Cl)c1,4,-0.1,-8,1,-31,-1,9,5,2,-2
CCOc1ccccc1N(CC(=O)NC1CCCCC1)C(=O)CNC(=O)c1ccco1,-4,-19,-5,-1,5,-1,-16,38,0,-2
Cc1ccc(C)c(NC(=O)Cn2nc(-c3ccccc3)nc2-c2ccccc2)c1,-9,0.1,-2,2,-37,-5,-26,14,0,-8
CCn1c(N2CCN(C(=O)C34CC5CC(CC(C5)C3)C4)CC2)nc2ccccc21,0,-0.2,-3,-1,-2,.,-2,22,1,-2
CC(C)Oc1ccc(Br)cc1/C=N\NC(N)=S,-3,-0.1,2,-4,-24,2,18,12,-2,-6
CN(C)CC(=O)Nc1ccc2cn[nH]c2c1,1,0.0,-3,-2,-9,-1,4,2,-4,-18
CCOC(=O)c1cnc(SC2CC(=O)N(c3ccccc3)C2=O)nc1N (stereo unspecified),1,-0.1,-1,2,-18,-1,-13,4,-1,3
CC(C)OCCCn1c(=N)c(S(=O)(=O)c2ccccc2)cc2c(=O)n3ccccc3nc21,-8,0.3,-5,-5,-7,0,-1,16,0,-3
Cn1c(SCC(=O)NC2CCCC2)nnc1-c1ccco1,-3,0.0,-3,1,-5,1,7,26,-1,-19
CC(C)NCCCOc1ccc(Cl)cc1Br,1,0.0,-10,9,-9,6,-2,-9,0,-27
Cc1cc(N(CN2CCCC2=O)C(=O)c2ccccc2)no1,2,-0.6,-2,-2,-12,-2,8,18,-2,-9
Cc1cc(NC(=O)c2ccccc2[N+](=O)[O-])ccc1Br,0,4.2,20,1,-65,1,-130,-17,3,27
Cc1cc(C)c(NC(=O)/C(=C/c2ccccc2)c2ccccc2)c(C)c1,0,0.2,5,-8,-12,0,13,30,5,7
CCc1nc(NCCCn2ccnc2)c2oc3ccccc3c2n1,-2,0.0,.,1,-16,8,9,3,-6,.
O=C(O)c1ccc(/C=N/Nc2nnnn2-c2ccccc2)cc1,4,-0.5,-6,5,-24,2,4,7,-6,-2
N#CCC(=O)Nc1ccc(C(=O)OCC(=O)N(Cc2ccccc2)C2CCS(=O)(=O)C2)cc1 (stereo unspecified),-1,0.4,-3,8,18,-2,-4,15,-1,-9
O=C(NCc1ccccn1)c1ccc(S(=O)(=O)Nc2ccccc2F)cc1,-2,0.0,-8,2,-17,1,9,17,1,-12
O=C(NCCc1ccc(Cl)cc1)C1CC(=O)N(C2CCCC2)C1 (stereo unspecified),4,0.7,2,3,-16,-3,-2,0,3,10
CCc1c(C)sc(NC(=S)N2CCN(CC)CC2)c1C(=O)OC,-4,0.7,-7,1,-23,-4,15,7,3,-7
Cc1ccnc(NC(=O)CCC(=O)N(CC(=O)NCc2ccccc2)Cc2ccccc2)c1,-2,-0.6,-8,1,-25,15,-22,19,-3,12
COc1ccc(-n2c(SCC(=O)Nc3ccc(C(=O)O)cc3)nnc2-c2ccccc2)cc1OC,2,0.3,1,2,-22,-1,12,18,2,10
CCCn1nc(C(=O)NNC(=O)c2cccc(S(=O)(=O)NC(C)C)c2)c2ccccc2c1=O,2,0.1,-1,0,1,0,-4,9,2,8
COc1ccc(NS(=O)(=O)c2ccc(OC)c(N(C)S(=O)(=O)c3ccc(Cl)cc3)c2)cc1,8,-0.1,0,6,12,-6,-25,34,-1,0
COc1ccc(NC(=O)COC(=O)CNS(=O)(=O)c2ccc(F)c(F)c2F)cc1OC,3,-0.3,-3,6,-42,1,-15,1,-2,-4
CCC1CCCCN1CCCNC(=O)C1CCN(S(=O)(=O)N2CCC3(CC2)OCCO3)CC1 (stereo unspecified),-4,0.5,5,1,-5,-5,-24,17,-1,7
COCCN(C(=O)CCC(=O)Nc1cc(C)on1)C(C(=O)NC1CCCC1)c1ccc(C(C)C)cc1 (stereo unspecified),0,0.0,-4,0,-12,1,-14,26,0,-13
N#Cc1cc2c(=O)n3ccccc3nc2n(Cc2ccco2)c1=NC(=O)c1ccco1,-4,0.6,-2,-4,-31,9,9,16,4,7
Cc1ccccc1CNC(=O)c1ccc(Cl)c([N+](=O)[O-])c1,-3,-0.2,-1,-4,4,-1,-5,25,-4,7
Cc1ccc(C(=O)NCC(=O)OC(C)C(=O)Nc2ccc(N(C)C)cc2)cc1C (stereo unspecified),-3,0.0,-8,-5,-9,-2,-17,1,-1,-18
COC(CNC(=O)C(=O)NCC1CCCN1S(=O)(=O)c1cccs1)OC (stereo unspecified),.,-32,-7,.,.,2,14,14,-1,-7
Cc1sc2nc(N3CCOCC3)[nH]c(=O)c2c1-c1ccccc1,-2,0.2,-10,-2,-30,0,14,-2,1,0
O=C(COc1coc(CN2CCc3ccccc32)cc1=O)Nc1ccccc1,.,-0.4,13,.,.,-5,-1,-7,-3,17
COCCCNC(=O)CC(NS(=O)(=O)c1ccc(OC)cc1)c1ccc(OC)cc1 (stereo unspecified),1,-0.3,-5,-2,-7,-3,11,12,1,-12
Cc1cccc(-n2c(N)cc(=O)nc2SCC(=O)Nc2cc(C)on2)c1,2,1.0,4,-5,-4,-1,0,9,0,3
C=CCOc1ccccc1C1C2=C(CC(C)(C)CC2=O)Nc2c1c(=O)n(C)c(=O)n2C (stereo unspecified),-1,-0.1,0,-2,-8,-1,11,10,-4,-1
CC(=O)Nc1ccc(NC(=O)CSc2nnc(C)c(=O)n2N)cc1,1,0.1,-5,-5,-12,-4,5,-2,1,-2
Cc1nc2scc(-c3ccc(Cl)cc3)c2c(=O)n1N,1,-0.7,68,3,-1,.,5,-18,-8,94*
CC1CCCN(CCC(=O)c2ccc(Br)cc2)C1 (stereo unspecified),2,.,.,4,-1,1,.,.,.,.
CC1(C)CSC(=NCc2ccccc2)N1C(=O)c1cccc([N+](=O)[O-])c1,2,0.3,-5,-3,-13,0,5,5,-1,6
O=C(CSc1nc(-c2ccco2)cc(C(F)(F)F)n1)N1CCN(c2cccc(Cl)c2)CC1,1,-0.3,9,-3,3,-5,-5,17,5,-4
O=c1cc(N/N=C/c2ccccc2)[nH]c(=O)[nH]1,.,0.3,-8,.,.,4,23,-6,2,14
C/C=C(\C)C(=O)N[C@@H](C)CN1C2=NC[C@H](C(C)C)N2C[C@H]1Cc1ccc(OC)cc1,.,0.4,-3,.,.,.,-4,9,0,7
COc1cccc2cc(C(=O)Nc3cc(C)cc(C)c3)/c(=N/NS(=O)(=O)c3ccccc3)oc12,-5,0.4,6,-1,-16,-2,-5,16,-3,25
Cn1c(SCC(=O)Nc2ccc3[nH]c(=O)[nH]c3c2)nnc1-c1ccccc1,-3,0.0,-8,1,1,1,12,22,4,10
